Compound activity from PubChem.
Chronic BCR inh = qHTS Assay to Find Inhibitors of Chronic Active B-Cell Receptor Signaling; ABC-DLBCL IkBa-CBG/CBR reporter, luminescence ratio, 4 h; Potency, µM (highest dose often 46.1 µM), inactives show top-dose ratio change, negative = lower green/red ratio, most hits filed as inhibitors; actives 0.05% (n = 340,000); active = well fitted inhibition curve with a large enough effect in the signal ratio, with a control signal flat, not every such curve was filed as active; inconclusive = small, poorly fitted or top-dose-only effect, or effect the other way, or a change in a side signal; the % refers to the signal ratio;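 also: plate controls were basal doxycycline-induced cells for no effect and cells given 10 µM MG132 for full effect; MG132 reads +100%, hits lower the ratio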
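TMD8 ABC-DLBCL cells carrying doxycycline-inducible green luciferase fused to IkappaBalpha plus unfused red luciferase were exposed to compounds (up to 46 uM) for 4 hrs at 37C. Activity came from the overlap-corrected green/red luminescence ratio.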
An asterisk follows results filed as active; ? = inconclusive. Potency is read from the fitted curve at half-maximal effect.

SMILES	Chronic BCR inh
CC1(C)CC(=O)c2cc(C(=O)Nc3ccccc3Cl)c(=O)n(-c3ccc(Cl)cc3)c2C1	-3%
CCOC(=O)N1CCc2c(sc(NCc3cc(OC)c(OC)cc3OC)c2C(=O)Nc2ccc(OCC)cc2)C1	8%
COc1ccc(CNC(=O)CC2N=C3c4ccccc4N=C(SCC(=O)Nc4ccc(N(C)C)cc4)N3C2=O)cc1 (stereo not given)	12%
COc1ccccc1CCNC(=O)C(=O)NCC(c1cccs1)S(=O)(=O)c1ccc(F)cc1 (stereo not given)	?
CCOc1ccc(N2CC(NC(=O)C3CC3)CC2=O)cc1 (stereo not given)	13%
CCc1cccc(NC(=O)CN2C(=O)COc3ccc(S(=O)(=O)N4CCC(C)CC4)cc32)c1	2%
CCOc1ccc(NC(=O)c2c(NCc3ccc(C)o3)sc3c2CCCCC3)cc1	-7%
COc1ccc(OC)c(NC(=O)Cn2c(=O)oc3cc(S(=O)(=O)NCc4ccccc4)ccc32)c1	-2%
COc1ccc(CNC(=O)Cn2nc(C)c3c(C)n(-c4ccccc4)nc3c2=O)cc1OC	13%
Oc1c(C(c2ccc(Cl)cc2)N2CCCC2)sc2nc(-c3ccco3)nn12 (stereo not given)	0%
Cc1cccc(C(=O)NNc2ncnc3c2cnn3-c2ccc(C)cc2C)c1	-1%
CCOC(=O)c1c(S(=O)(=O)N2CCCC(C(=O)N3CCN(c4ccccc4)CC3)C2)c(C)n(C)c1C (stereo not given)	1%
CCCn1c2ccccc2c2cnn(CC(=O)Nc3ccccc3OC)c(=O)c21	-15%
COc1cc(C2C(=O)N(C3CCCCC3)CC(=O)N2C2CCCCC2)ccc1OC(C)C (stereo not given)	2%
O=C(Cn1nc(-c2ccc(Cl)cc2)ccc1=O)NCCc1ccccc1	0%
Cc1ccc(C)c(CN2C(=O)CSc3ccc(C(=O)NCc4ccccc4)cc32)c1	-7%
CCCCOc1ccc(OC(=O)c2sc3ncn(Cc4cccc(F)c4)c(=O)c3c2C)cc1	?
CCc1ccc(NC(=O)CN2C(=O)c3ccccc3Sc3ccc(C(=O)N4CCCC4)cc32)cc1	7%
COc1ccccc1CCNC(=O)C(=O)NCC(c1cccs1)S(=O)(=O)c1cccs1 (stereo not given)	16%
Cc1cccc(NC(=O)CSc2nc(=O)n(Cc3ccco3)c3c2CCC3)c1C	-1%
O=C(NC1CC(=O)N(c2cccc(F)c2)C1)c1ccc2c(c1)OCO2 (stereo not given)	-22%
COc1ccc(C2C(=O)N(C3CCCCCC3)CC(=O)N2Cc2ccc(C)cc2)cc1 (stereo not given)	-1%
O=C(CCSCc1ccccc1F)N1CCN(c2ccc(Cl)cc2)CC1	-1%
CCN(CC)S(=O)(=O)c1ccc2oc(C(=O)Nc3ccc(Br)cc3F)c(C)c2c1	2%
Cc1ccc(NC(=O)c2cnc(SCC(=O)N3CCOCC3)n(C)c2=O)cc1C	-22%
COCc1cc(C)nc2sc3c(=O)n(-c4ccccc4C(F)(F)F)nnc3c12	?
CCOC(=O)c1sc(NC(=O)c2nc3ncccn3n2)c(C(=O)OC(C)C)c1C	6%
Cc1ccc(CCNC(=O)c2ccc(CSCc3ccccc3C)o2)cc1	-6%
CCOC(=O)CSc1nc2cc3c(cc2c(=O)n1CCCCCC(=O)NCc1ccc2c(c1)OCO2)OCO3	4%
CCOc1ccc(NC(=O)Cc2c[nH]c3ccccc23)cc1	-1%
Cc1ccc2nc(NC(=O)CSc3[nH]c(=O)ncc3C)sc2c1	?
COc1cccc(NS(=O)(=O)c2ccc3[nH]cc(C(=O)N(C)C4CCCCC4)c(=O)c3c2)c1	9%
Cc1ccc(NC(=O)CSc2nc(=O)n(Cc3ccco3)c3c2CCC3)cc1F	?
COc1ccc(Br)cc1CNC(=O)CCSCc1ccc(Cl)cc1	?
COc1cccc(NC(=O)CSC2=Nc3ccccc3C3=NC(CCC(=O)NC4CCCCC4)C(=O)N23)c1 (stereo not given)	15%
Oc1c(C(c2ccccc2F)N2CCC3(CC2)OCCO3)sc2nc(-c3ccco3)nn12 (stereo not given)	10%
O=C(CCc1ccccc1)N(Cc1cccnc1)c1nc2c(F)cc(F)cc2s1	?
CCC(C)NC(=O)c1cc(Sc2cccc(Cl)c2)nc2ccccc12 (stereo not given)	-2%
CCCCn1c(SCC(=O)Nc2ccc(F)cc2)nc2c(sc3ccccc32)c1=O	-20%
Oc1c(C(c2ccccc2F)N2CCCC2)sc2nc(-c3ccco3)nn12 (stereo not given)	-1%
COc1ccc(C2C(=O)N(C3CCC(C)CC3)CC(=O)N2Cc2ccc(C)cc2)cc1OC (stereo not given)	0%
O=C(NCc1ccc2c(c1)CCN2C(=O)c1ccc(Cl)cc1)c1ccco1	?
O=C(CCc1ccccc1)NC1CC(=O)N(c2cccc(F)c2)C1 (stereo not given)	15%
CCOC(=O)c1cc(-c2ccc(OC)cc2)n(CCC(=O)NCCc2ccccc2)c1C	-3%
O=S(=O)(NCC(c1ccco1)S(=O)(=O)c1cccs1)c1ccc(Cl)cc1 (stereo not given)	?

Some of these compounds in order of SMILES length, largest number first.
SMILES	Chronic BCR inh
COc1cccc(NC(=O)CSC2=Nc3ccccc3C3=NC(CCC(=O)NC4CCCCC4)C(=O)N23)c1 (stereo not given)	15%
COc1cccc(NS(=O)(=O)c2ccc3[nH]cc(C(=O)N(C)C4CCCCC4)c(=O)c3c2)c1	9%
COc1ccc(C2C(=O)N(C3CCC(C)CC3)CC(=O)N2Cc2ccc(C)cc2)cc1OC (stereo not given)	0%
Oc1c(C(c2ccccc2F)N2CCC3(CC2)OCCO3)sc2nc(-c3ccco3)nn12 (stereo not given)	10%
CCOC(=O)c1cc(-c2ccc(OC)cc2)n(CCC(=O)NCCc2ccccc2)c1C	-3%
O=S(=O)(NCC(c1ccco1)S(=O)(=O)c1cccs1)c1ccc(Cl)cc1 (stereo not given)	?
CCCCn1c(SCC(=O)Nc2ccc(F)cc2)nc2c(sc3ccccc32)c1=O	-20%
Cc1ccc(NC(=O)CSc2nc(=O)n(Cc3ccco3)c3c2CCC3)cc1F	?
O=C(NCc1ccc2c(c1)CCN2C(=O)c1ccc(Cl)cc1)c1ccco1	?
Oc1c(C(c2ccccc2F)N2CCCC2)sc2nc(-c3ccco3)nn12 (stereo not given)	-1%
Cc1ccc2nc(NC(=O)CSc3[nH]c(=O)ncc3C)sc2c1	?
COc1ccc(Br)cc1CNC(=O)CCSCc1ccc(Cl)cc1	?
CCOc1ccc(NC(=O)Cc2c[nH]c3ccccc23)cc1	-1%

Further structures follow.
SMILES	Chronic BCR inh
COc1ccc(NC(=O)CSC2=Nc3ccccc3C3=NC(CCC(=O)NCCc4ccccc4)C(=O)N23)cc1 (stereo not given)	?
COCCCNc1ncnc2c1nnn2C	6%
O=C(CCCn1c(=O)[nH]c2ccccc2c1=O)NCc1ccccc1Cl	-5%
CNS(=O)(=O)c1cn(CC(=O)Nc2cccc(OC)c2)cc1S(=O)(=O)NC	?
COc1ccc(OC)c(NC(=O)c2c(NCc3ccc(C)o3)sc3c2CCC(C)C3)c1 (stereo not given)	?
COc1cccc(N2CC(NC(=O)COc3ccc4ccccc4c3)CC2=O)c1 (stereo not given)	1%
CCOC(=O)c1c(NC(=O)c2cc3nc(-c4ccc(OC)cc4)cc(C(F)(F)F)n3n2)sc(C)c1C	?
CCN(CC)C(=O)CSc1nc2ccccc2c(=O)n1Cc1ccco1	?
COc1ccccc1NC(=O)c1c(NCc2ccc(C)o2)sc2c1CCCCC2	-15%
CCOC(=O)c1ccc(Nc2c(-c3ccc(N(C)C)cc3)nc3nc[nH]n23)cc1	?
Cc1cccc(-n2ncc3c(NCCOCCO)ncnc32)c1	?
CCC1CCCCN1C(=O)Cn1c(=O)n(-c2ccccc2C(F)(F)F)c(=O)c2c(C)c(C(=O)N(C)C)sc21 (stereo not given)	6%
Cc1ccc(CSC2=Nc3ccccc3C3=NC(CC(=O)NCc4ccc5c(c4)OCO5)C(=O)N23)cc1 (stereo not given)	1%
O=C(Nc1ccc(N2CCN(c3ccc(F)cc3)CC2)c(C(=O)O)c1)c1cccs1	5%
Fc1cccc(-c2nc(-c3ccncc3)no2)c1	?
Cc1ccc(CCNC(=O)CN2N=C(c3ccc(C)cc3)CCC2=O)cc1	-19%
COc1ccc(C)c2sc(N3CCN(C(=O)c4cccc(F)c4)CC3)nc12	-16%
Cc1cc(C)c(NC(=O)c2cc(S(=O)(=O)N3CCC4(CC3)OCCO4)ccc2F)c(C)c1	-4%
CCC(=O)N1CCc2cc(CNC(=O)Cc3ccc(OC)c(OC)c3)ccc21	10%
COc1ccc(N2CCN(C(CNS(=O)(=O)c3c(C)cc(C)cc3C)c3ccco3)CC2)cc1 (stereo not given)	12%
Cc1ccc(CSC2=Nc3ccccc3C3=NC(CCC(=O)NCc4cccs4)C(=O)N23)cc1 (stereo not given)	?
COc1ccc(NC(=O)c2oc3ccc(S(=O)(=O)N(C)C4CCCCC4)cc3c2C)cc1	12%
CCC1Oc2ccccc2N(CC(=O)NCc2cc(OC)ccc2OC)C1=O (stereo not given)	-4%
COc1ccc(CNC(=O)c2ccc3nc(-c4ccc(F)cc4)c(-c4ccc(F)cc4)nc3c2)cc1	?
CC1=C(C(=O)Nc2ccccc2)C(c2ccc(F)cc2)n2nc(SCc3cc(C)ccc3C)nc2N1 (stereo not given)	?
Cc1ccc(CNC(=O)CSc2nc3n[nH]c(C)c3c(=N)n2-c2ccccc2Cl)cc1	?
O=C(NC1CCCCC1)c1cc(Nc2cccc(C(F)(F)F)c2)nc2ccccc12	?
CCOC(=O)c1c(S(=O)(=O)N2CCC(C(=O)Nc3ccc(F)cc3F)CC2)c(C)n(C)c1C	9%
COc1ccccc1NC(=O)c1sc2nc3n(c(=O)c2c1C)N=C(c1cccc(Br)c1)CS3	4%
COc1ccc(-c2cnnn2-c2ccc(NC(=O)c3c(F)cccc3F)cc2)cc1	?
CCc1cnc2c(c1SCC(=O)Nc1ccc(Cl)cc1)c(=O)n(C)c(=O)n2C	-5%
CCCCOC(=O)c1ccc(OC(=O)c2sc3ncn(Cc4ccccc4Cl)c(=O)c3c2C)cc1	-13%
O=C(c1ccc2c(c1)N(Cc1cccc(F)c1)C(=O)c1ccccc1S2)N1CCC2(CC1)OCCO2	2%
O=S(=O)(NCCc1csc2nc(-c3ccccc3)nn12)c1cc(F)ccc1F	?
CCn1ccc2c(OCC(=O)NCc3ccc(C)cc3)cccc2c1=O	?
Cc1cccc(N2CCN(C(=O)Cc3c(C(=O)O)c(C)cn3C)CC2C)c1 (stereo not given)	4%
COc1ccc(CCNC(=O)CS(=O)Cc2nc(-c3ccc(C)cc3)oc2C)c(OC)c1 (stereo not given)	0%
O=C(NCC(c1ccco1)S(=O)(=O)c1ccc(Cl)cc1)c1ccc(C(F)(F)F)cc1 (stereo not given)	3%
COc1ccc(CC(=O)NCc2ccc3c(c2)CCN3C(C)=O)cc1OC	-17%
Cc1ccc(CNC(=O)c2ccc(CSCc3ccc(Cl)cc3)o2)cc1	0%
CCOc1ccccc1C(=O)N1CCc2cc(OC)c(OC)cc2C1COc1ccc(OC)cc1 (stereo not given)	-3%
CCCCN(C)C(=O)c1ccc2c(c1)N(Cc1cccc(Cl)c1)C(=O)c1ccccc1S2=O (stereo not given)	-1%
COc1ccc(CC(=O)Nc2ccc(-c3nc4ccccc4s3)cc2Cl)cc1	3%
COc1ccc(OC)c2sc(N(Cc3cccnc3)C(=O)c3ccc(C(C)=O)cc3)nc12	?
Cc1ccc(Cn2c(CN3CCC(C(=O)NCc4ccccc4C)CC3)cc3ccccc32)cc1	12%
COc1ccc(-c2nc3sc(CCNC(=O)c4cccc(C(F)(F)F)c4)c(C)n3n2)cc1	-1%
CCOCCCN(C(=O)Nc1ccc(Cl)cc1)C1CCN(C(C)=O)CC1	?
COc1cc(NC(=O)CSc2nc3nc(C)c(Cc4ccc(C)cc4)c(C)n3n2)cc(OC)c1	?
COc1cccc(NC(=O)c2ccc(-c3nc(COc4ccccc4)c(C)o3)cc2)c1	11%
COc1cc2c(cc1OC)C(COc1ccccc1OC)N(C(=O)c1ccc(S(=O)(=O)N3CCCC3)cc1)CC2 (stereo not given)	0%
COc1ccc(-c2nc3sc(CCNC(=O)C(C)(C)C)c(C)n3n2)cc1	-16%
Cn1cc(C(=O)O)c(=O)c2cc(S(=O)(=O)N3CCOCC3)ccc21	0%
COc1ccc(NC(=O)CSC2=Nc3ccccc3C3=NC(CCC(=O)NCc4cccs4)C(=O)N23)cc1 (stereo not given)	-4%
CCOC(=O)c1c(SCC(=O)Nc2cc(Cl)cc(Cl)c2)nc(=O)[nH]c1C	9%
CCCS(=O)(=O)N1CCCC(C(=O)NCCOC)C1 (stereo not given)	-1%
CCN(CC)C(=O)CSc1nnc2[nH]c(=O)cc(C)n12	1%
COc1ccc(N2CC(NC(=O)COc3ccccc3F)CC2=O)cc1OC (stereo not given)	5%
CCOC(=O)C1CCCN(c2ncnc3c2cnn3-c2ccc(C)c(Cl)c2)C1 (stereo not given)	2%
CCOC(=O)N1CCc2c(sc(NCc3ccc(OC)c(Br)c3)c2C(=O)Nc2cc(OC)ccc2OC)C1	12%
COc1ccc(NC(=O)CCS(=O)(=O)c2cc3c4c(c2)CCN4C(=O)CC3)c(OC)c1	9%
O=C(Nc1ccc(N2CCC(N3CCCCC3)CC2)c(C(=O)O)c1)c1ccccc1	-7%

Arranged by value in Chronic BCR inh (ascending): some entries from above.
SMILES	Chronic BCR inh
CCN(CC)C(=O)CSc1nnc2[nH]c(=O)cc(C)n12	1%
COc1ccc(NC(=O)CCS(=O)(=O)c2cc3c4c(c2)CCN4C(=O)CC3)c(OC)c1	9%
CCOC(=O)N1CCc2c(sc(NCc3ccc(OC)c(Br)c3)c2C(=O)Nc2cc(OC)ccc2OC)C1	12%

Some of the compounds tested; count on the stated rates, not on these rows.
